Screening results from PubChem BioAssay.
Furin inhibitor – blocks human furin protease activity | AID 463115 | inhibition, % at 30 µM | purified furin, fluorogenic substrate cleavage | P09958 | actives 0.061% (n = 220,000); in the data active = inhibition above about 25%; note: inactives centre near -15
Target sequence (P09958 108-714 limits assumed): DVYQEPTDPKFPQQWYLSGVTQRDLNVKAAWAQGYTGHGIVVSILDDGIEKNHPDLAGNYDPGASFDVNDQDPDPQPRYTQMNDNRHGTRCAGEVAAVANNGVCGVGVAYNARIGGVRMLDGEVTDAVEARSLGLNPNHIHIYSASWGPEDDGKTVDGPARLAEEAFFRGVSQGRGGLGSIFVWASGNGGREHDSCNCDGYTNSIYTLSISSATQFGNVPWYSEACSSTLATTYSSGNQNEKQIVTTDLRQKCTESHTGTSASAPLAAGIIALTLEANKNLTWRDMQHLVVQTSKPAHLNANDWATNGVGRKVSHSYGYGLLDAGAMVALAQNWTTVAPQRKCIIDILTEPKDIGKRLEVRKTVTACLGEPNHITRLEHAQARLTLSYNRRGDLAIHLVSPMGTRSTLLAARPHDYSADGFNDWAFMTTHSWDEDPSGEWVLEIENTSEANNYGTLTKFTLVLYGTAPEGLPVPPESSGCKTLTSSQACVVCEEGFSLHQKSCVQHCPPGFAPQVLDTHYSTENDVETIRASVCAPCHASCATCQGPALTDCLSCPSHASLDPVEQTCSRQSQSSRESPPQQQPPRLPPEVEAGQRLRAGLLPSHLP
Thrombin inh – blocks human thrombin protease activity. actives 0.26% (n = 220,000). inhibition, % at 5 µM. alpha-thrombin, Boc-VPR-AMC fluorogenic substrate cleavage. AID 1046;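 active = inhibition at or above 40%; inactive = inhibition below 40%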;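 note: 0% = enzyme with no compound and 100% = wells without enzyme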
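Material: human alpha-thrombin enzyme / Medium: pH 7.5 Tris (50 mM) with NaCl 150 mM, Tween 20 0.05% / Compound: single-point dosing at 5 µM, 0.2% DMSO / Incubation: enzyme reaction carried out at room temperature / Detection: AMC fluorescence, 355/460 nm / Read-out basis: percent inhibition scaled between no-compound controls and no-enzyme blanks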
FXIIa inh 1536 – factor XIIa (human) inhibition. purified FXIIa, Boc-QGR-AMC fluorogenic substrate, 2 h. inhibition, % at 5 µM. actives 0.3% (n = 220,000). AID 800; in the data active = inhibition above about 40%;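 note: 0% = enzyme with no compound and 100% = blank without enzyme; many of its hits are not listed in these tables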
FXIa inh 1536 – factor XIa (human) inhibition. actives 0.14% (n = 220,000). P03951. purified FXIa, Boc-Glu-Ala-Arg-AMC fluorogenic substrate. inhibition, % at 5 µM;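 active = inhibition of at least 40%; inactive = inhibition below 40%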;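 note: fluorescence of freed AMC excited at 355 nm; 0% = enzyme without compound and 100% = no enzyme blank; many of its hits are not listed in these tables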
KCC2 mod – modulates chloride dependent transport by human KCC2; Q9H2X9; KCC2 cells, thallium flux FluoZin-2 fluorescence; B-score of Tl+ flux slope (higher = more flux/activation; lower = inhibition) at 10 µM; actives 2.2% (n = 190,000);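 active = thallium flux slope and its plate-corrected score both differing from the plate sample mean at a set confidence after two filtering rounds, in either direction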;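 note: slope of fluorescence scaled to starting intensity during 10 to 20 s after thallium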
hK5 inh – kallikrein 5 (human) inhibition | Q9Y337 | recombinant hK5, fluorogenic AMC substrate cleavage | inhibition, % at 5 µM | actives 0.59% (n = 210,000);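 active = inhibition of 40% or more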;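 note: 0% = enzyme controls without compound and 100% = no-enzyme blanks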
Target sequence (Q9Y337 67-293 limits assumed): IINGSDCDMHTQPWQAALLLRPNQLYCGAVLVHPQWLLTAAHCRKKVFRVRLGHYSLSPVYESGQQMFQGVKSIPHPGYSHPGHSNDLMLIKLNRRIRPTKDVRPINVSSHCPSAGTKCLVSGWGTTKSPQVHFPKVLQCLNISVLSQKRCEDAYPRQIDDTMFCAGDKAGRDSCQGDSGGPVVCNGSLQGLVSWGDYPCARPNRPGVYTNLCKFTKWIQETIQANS
Wee1 stabilizer – human Wee1 degradation inhibition, primary screen; P30291; HeLa Luc-Wee1K328M stability, luciferase luminescence; 100% = proteasome inhibitor MG132 effect; reporter increase, % at 5 µM; actives 1.2% (n = 220,000); AID 1321;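 active = activation above the mean of all tested compounds plus 3 SD, set per screening run, cut at about 8.8% in these data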;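 note: cells exposed to compound for 20 h before luminescence read; 0% = DMSO alone and 100% = MG132 at 30 µM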
p97 ATPase inh – human p97 ATPase inhibition | AID 1481 | inhibition, % at 8 µM | actives 0.42% (n = 220,000) | recombinant p97 ATPase, Kinase-Glo ATP luminescence, 3 h | P55072; in the data active = inhibition above about 15%;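 note: 0% = DMSO vehicle and 100% = wells lacking enzyme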
PERK inhibitor – inhibitors of human PERK kinase. inhibition, % at 5.6 µM. Q9NZJ5. AID 1416. actives 0.17% (n = 220,000). CHO PERK-DD fusion, SEAP luminescence translation reporter;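 active = inhibition above the mean inhibition of all tested compounds plus 3 SD, set separately per screening campaign, cut at about 2.9% in these data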;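 note: PERK kinase domain activated by AP20187 dimerizer at 100 nM; 0% = DMSO with dimerizer and 100% = rapamycin at 8.4 µM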
Starred values were filed as active, the others as inactive; [ ] = another dose, or the depositor's remark.

Results for Cc1cc([N+](=O)[O-])cnc1N1CCOCC1 ?
Furin inhibitor: 0; Thrombin inh: 1; FXIIa inh 1536: 9; FXIa inh 1536: 2; KCC2 mod: 1; hK5 inh: -8; Wee1 stabilizer: 6; p97 ATPase inh: -1; PERK inhibitor: 0.6

How did CCCC(c1nnnn1CC(=O)OCC)N(Cc1cc2ccc(C)cc2[nH]c1=O)C1CCCC1 (stereo unspecified) do in these assays?
Furin inhibitor: -12[20 µM]; Thrombin inh: -3; FXIIa inh 1536: -6; FXIa inh 1536: -5; KCC2 mod: 0.14; hK5 inh: 9; Wee1 stabilizer: -1; p97 ATPase inh: -5; PERK inhibitor: -0.1

How did OCCN1CCN(CCOc2ccccc2-c2ccccc2)CC1 do in these assays?
Furin inhibitor: 3; Thrombin inh: -11; FXIIa inh 1536: 3; FXIa inh 1536: -1; KCC2 mod: -4.7; hK5 inh: -9; Wee1 stabilizer: -4; p97 ATPase inh: -3; PERK inhibitor: 0.3

What do the screens show for `O=C(CSc1n[nH]c(=O)[nH]c1=O)N/N=C/c1ccccc1`?
Furin inhibitor: 1; Thrombin inh: -8; FXIIa inh 1536: 13; FXIa inh 1536: 17; KCC2 mod: 0.059; hK5 inh: -13; Wee1 stabilizer: 4; p97 ATPase inh: 1; PERK inhibitor: 0.7

Results for C/C(CCc1ccccc1)=N\NC(=O)c1ccccc1[N+](=O)[O-] ?
Furin inhibitor: -31; Thrombin inh: -3; FXIIa inh 1536: 7; FXIa inh 1536: 2; KCC2 mod: 0.28; hK5 inh: -9; Wee1 stabilizer: -3; p97 ATPase inh: 2; PERK inhibitor: 0.9

Results for O=C(CCCN1C(=O)c2ccccc2C1=O)Nc1nccs1 ?
Furin inhibitor: -17[20 µM]; Thrombin inh: -5; FXIIa inh 1536: -1; FXIa inh 1536: -18; hK5 inh: -22; Wee1 stabilizer: 1; p97 ATPase inh: 3; PERK inhibitor: 0.4

How did CCc1cccc(OC2OC(CO)C(O)C(O)C2NC(C)=O)c1 (stereo unspecified) do in these assays?
Furin inhibitor: -21; Thrombin inh: -8; FXIIa inh 1536: -3; FXIa inh 1536: 0; KCC2 mod: 0.37; hK5 inh: -2; Wee1 stabilizer: -2; p97 ATPase inh: -2; PERK inhibitor: 0.1

Results for Cc1cc(C)c(C#N)c(SCS(=O)Cc2ccc(Cl)cc2)n1 (stereo unspecified) ?
Furin inhibitor: -21; Thrombin inh: -3; FXIIa inh 1536: 4; FXIa inh 1536: 2; KCC2 mod: -2.4; hK5 inh: -3; Wee1 stabilizer: 2; p97 ATPase inh: 1; PERK inhibitor: -0.3

How did CC(=O)c1c(C)[nH]c(C(=O)OCc2cccc(Cl)c2)c1C do in these assays?
Furin inhibitor: -6; Thrombin inh: -6; FXIIa inh 1536: 6; FXIa inh 1536: 20; KCC2 mod: -0.72; hK5 inh: -2; Wee1 stabilizer: 1; p97 ATPase inh: -1; PERK inhibitor: 0.6

How did CC(=O)Nc1ccc(OC(=O)c2ccc(Cl)cc2)cc1 do in these assays?
Furin inhibitor: -15; Thrombin inh: -6; FXIIa inh 1536: 15; FXIa inh 1536: 8; KCC2 mod: 1.3; hK5 inh: -6; Wee1 stabilizer: -2; p97 ATPase inh: 5; PERK inhibitor: 0.5

Results for CCCCN(C)C1CCN(C(=S)Nc2cccc(OC)c2)CC1 ?
Furin inhibitor: -15; Thrombin inh: -10; FXIIa inh 1536: 4; FXIa inh 1536: -1; KCC2 mod: 0.23; Wee1 stabilizer: 1; p97 ATPase inh: 6; PERK inhibitor: 1.5

How did Cc1cccc(N(CC(=O)NC2CCCC2)C(=O)c2nsc(Cl)c2Cl)c1C do in these assays?
Furin inhibitor: -28; Thrombin inh: -13; FXIIa inh 1536: 0; FXIa inh 1536: -7; KCC2 mod: -0.47; hK5 inh: -4; Wee1 stabilizer: 0; p97 ATPase inh: 0; PERK inhibitor: 0.1

How did CN(C)c1nnnn1Cc1ccc(Cl)cc1Cl do in these assays?
Furin inhibitor: -30; Thrombin inh: -8; FXIIa inh 1536: 6; FXIa inh 1536: -4; KCC2 mod: -0.26; hK5 inh: -1; Wee1 stabilizer: 1; p97 ATPase inh: 6; PERK inhibitor: 0.2

How did CCOC(=O)N1CCN(S(=O)(=O)c2ccc([N+](=O)[O-])cc2)CC1 do in these assays?
Furin inhibitor: -19; Thrombin inh: -8; FXIIa inh 1536: 2; FXIa inh 1536: -2; KCC2 mod: 1.1; hK5 inh: -9; Wee1 stabilizer: -1; p97 ATPase inh: 6; PERK inhibitor: 0.5

Results for COc1ccc(N2CCN(S(=O)(=O)c3ccc(C(=O)NCc4ccco4)cc3)CC2)cc1 ?
Furin inhibitor: -21[20 µM]; Thrombin inh: -4; FXIIa inh 1536: 19; FXIa inh 1536: 7; KCC2 mod: 1; hK5 inh: 10; Wee1 stabilizer: -1; p97 ATPase inh: 0; PERK inhibitor: -1.0

How did O=[N+]([O-])c1cccc(Cl)c1NCCNS(=O)(=O)c1ccc(Cl)cc1 do in these assays?
Furin inhibitor: -7; Thrombin inh: -10; FXIIa inh 1536: 10; FXIa inh 1536: -1; KCC2 mod: -0.33; hK5 inh: 8; Wee1 stabilizer: 5; p97 ATPase inh: -1; PERK inhibitor: -0.4

Results for O=C(Nc1ccccc1Cl)N1CCN(Cc2ccc3c(c2)OCO3)CC1 ?
Furin inhibitor: -17; Thrombin inh: -6; FXIIa inh 1536: -1; FXIa inh 1536: -9; KCC2 mod: -0.49; hK5 inh: -13; Wee1 stabilizer: -1; p97 ATPase inh: -5; PERK inhibitor: -0.9

Results for Cc1cc2nc3c(nc2cc1C)C(O)=C3O ?
Furin inhibitor: -14; Thrombin inh: -5; FXIIa inh 1536: 14; FXIa inh 1536: -1; KCC2 mod: 1; hK5 inh: 0; Wee1 stabilizer: -4; p97 ATPase inh: 0; PERK inhibitor: 0.7

What do the screens show for `COC(=O)c1cc(-c2ccc3c(c2)OCO3)nc2ccccc12`?
Furin inhibitor: -14; Thrombin inh: -7; FXIIa inh 1536: -2; FXIa inh 1536: -6; KCC2 mod: 0.014; hK5 inh: -4; Wee1 stabilizer: 1; p97 ATPase inh: 3; PERK inhibitor: 0.1

What do the screens show for `O=C(O)CCC(=O)Nc1ccccc1C(=O)NC1CCCCC1`?
Furin inhibitor: -16[20 µM]; Thrombin inh: 3; FXIIa inh 1536: -6; FXIa inh 1536: 0; hK5 inh: -20; Wee1 stabilizer: -1; p97 ATPase inh: 4; PERK inhibitor: 0.9

Results for Cn1nnc(NC(=O)c2ccco2)n1 ?
Furin inhibitor: -19; Thrombin inh: 1; FXIIa inh 1536: 18; FXIa inh 1536: 10; hK5 inh: -6; Wee1 stabilizer: -3; p97 ATPase inh: 8; PERK inhibitor: 0.8

Results for CN(Cc1cn(C)nc1-c1ccc(Oc2ccccc2)cc1)C1CCOC1 (stereo unspecified) ?
Furin inhibitor: -16; Thrombin inh: -1; FXIIa inh 1536: 7; FXIa inh 1536: -1; KCC2 mod: -0.12; hK5 inh: -1; Wee1 stabilizer: 1; p97 ATPase inh: -3; PERK inhibitor: -2.0

How did COC(=O)CSc1nnc(-c2cccnc2)n1-c1cccc(OC)c1 do in these assays?
Furin inhibitor: -1; Thrombin inh: -6; FXIIa inh 1536: 6; FXIa inh 1536: 2; hK5 inh: -13; Wee1 stabilizer: 2; p97 ATPase inh: 0; PERK inhibitor: 0.9

How did O=C(CC12CC3CC(CC(C3)C1)C2)NCCN1CCOCC1 do in these assays?
Furin inhibitor: -6[20 µM]; Thrombin inh: -2; FXIIa inh 1536: 11; FXIa inh 1536: -3; hK5 inh: 3; Wee1 stabilizer: 5; p97 ATPase inh: 4; PERK inhibitor: 0.4

How did Cc1ccc(Nc2nc(N)nc(CCl)n2)cc1 do in these assays?
Furin inhibitor: -4; Thrombin inh: -2; FXIIa inh 1536: 5; FXIa inh 1536: -1; KCC2 mod: -1.9; hK5 inh: 3; Wee1 stabilizer: 5; p97 ATPase inh: 3; PERK inhibitor: -0.9

How did S=c1[nH]ncn1-c1ccccn1 do in these assays?
Furin inhibitor: -18[20 µM]; Thrombin inh: -4; FXIIa inh 1536: 6; FXIa inh 1536: -5; KCC2 mod: -0.57; hK5 inh: -8; Wee1 stabilizer: 0; p97 ATPase inh: 0; PERK inhibitor: 1.1

What do the screens show for `Cc1nn(CC(=O)NCC2CCCO2)c(=O)c2ccccc12` (stereo unspecified)?
Furin inhibitor: -20; Thrombin inh: -4; FXIIa inh 1536: 7; FXIa inh 1536: -13; KCC2 mod: -2.1; hK5 inh: -11; Wee1 stabilizer: -1; p97 ATPase inh: 6; PERK inhibitor: 0.8

Results for COc1ccc(C(=O)NCc2nnc(SCC(=O)N3CCc4ccccc43)n2Cc2ccccc2)cc1 ?
Furin inhibitor: -15; Thrombin inh: 1; FXIIa inh 1536: 18; FXIa inh 1536: 11; KCC2 mod: 0.057; hK5 inh: -19; Wee1 stabilizer: -2; p97 ATPase inh: 0; PERK inhibitor: 0.7

Results for COc1ccc(NC(=O)Cc2coc3cc(C)c(C(C)C)cc23)cc1S(=O)(=O)N1CCOCC1 ?
Furin inhibitor: -4; Thrombin inh: -5; FXIIa inh 1536: 4; FXIa inh 1536: 16; KCC2 mod: -0.36; hK5 inh: -8; Wee1 stabilizer: -2; p97 ATPase inh: 14; PERK inhibitor: 0.3

What do the screens show for `Cc1ccc2nc(-c3cc(N)cc(N)c3)oc2c1`?
Furin inhibitor: -10[20 µM]; Thrombin inh: 8; FXIIa inh 1536: 7; FXIa inh 1536: -1; KCC2 mod: -0.013; hK5 inh: -23; Wee1 stabilizer: 0; p97 ATPase inh: 1; PERK inhibitor: 0.1

How did Cc1ccc(/C=N/NC(=O)CCCOc2ccc(Cl)cc2Cl)cc1[N+](=O)[O-] do in these assays?
Furin inhibitor: -21[20 µM]; Thrombin inh: -5; FXIIa inh 1536: 6; FXIa inh 1536: 3; KCC2 mod: -1.2; hK5 inh: -19; Wee1 stabilizer: 1; p97 ATPase inh: -3; PERK inhibitor: 0.8

Results for Brc1ccc(-c2nnc(-c3ccco3)o2)cc1 ?
Furin inhibitor: -6; Thrombin inh: 5; FXIIa inh 1536: 12; FXIa inh 1536: 3; hK5 inh: -3; Wee1 stabilizer: 2; p97 ATPase inh: -4; PERK inhibitor: 1.9

Results for CCCCSc1nnc(-c2cc(Br)ccc2N)c(=O)[nH]1 ?
Furin inhibitor: -18[20 µM]; Thrombin inh: 2; FXIIa inh 1536: -9; FXIa inh 1536: -6; hK5 inh: -12; Wee1 stabilizer: 3; p97 ATPase inh: 4; PERK inhibitor: 0.4

How did Cc1nn(CC(=O)Nc2ccc3c(c2)OCO3)c(C)c1[N+](=O)[O-] do in these assays?
Furin inhibitor: -11; Thrombin inh: -3; FXIIa inh 1536: 9; FXIa inh 1536: 1; KCC2 mod: 0.13; hK5 inh: 4; Wee1 stabilizer: 0; p97 ATPase inh: 0; PERK inhibitor: 0.6

How did Cc1ccc(NC(=O)COc2ccccc2C=O)cc1Cl do in these assays?
Furin inhibitor: -29; Thrombin inh: 2; FXIIa inh 1536: 17; FXIa inh 1536: -2; KCC2 mod: -0.71; Wee1 stabilizer: 16*; p97 ATPase inh: -1; PERK inhibitor: 0.2

How did O=C(O)CCCCCNC(=O)c1ccncc1 do in these assays?
Furin inhibitor: -7; Thrombin inh: -5; FXIIa inh 1536: 2; FXIa inh 1536: -8; KCC2 mod: 0.44; hK5 inh: 17; Wee1 stabilizer: -1; p97 ATPase inh: -3; PERK inhibitor: -0.6
